Compound activity: PubChem BioAssay, several laboratories
Ecoli WT expand = growth inhibitors of wild-type E. coli, primary screen, strain BW25113, expanded library, OD600; OD600 absorbance; AID 710, 2007; 98,000 tested, 0.15% active; growth inhibition, % at 100 µM;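 active = growth inhibition above about 50% at one test dose, limit read from the data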;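 note: growth measured after 20 h incubation at 37 °C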
PLAP act = PLAP enzyme activators, biochemical, luminescence, HTS | 96,000 tested, 1.2% active | activation fold at 20 µM | Alkaline phosphatase, placental type (Homo sapiens), P05187 | purified PLAP enzyme, luminescent substrate read-out; active compounds read high | AID 696, 2007; in the data active = activation fold above about 2
Target sequence (P05187 whole entry, looked up): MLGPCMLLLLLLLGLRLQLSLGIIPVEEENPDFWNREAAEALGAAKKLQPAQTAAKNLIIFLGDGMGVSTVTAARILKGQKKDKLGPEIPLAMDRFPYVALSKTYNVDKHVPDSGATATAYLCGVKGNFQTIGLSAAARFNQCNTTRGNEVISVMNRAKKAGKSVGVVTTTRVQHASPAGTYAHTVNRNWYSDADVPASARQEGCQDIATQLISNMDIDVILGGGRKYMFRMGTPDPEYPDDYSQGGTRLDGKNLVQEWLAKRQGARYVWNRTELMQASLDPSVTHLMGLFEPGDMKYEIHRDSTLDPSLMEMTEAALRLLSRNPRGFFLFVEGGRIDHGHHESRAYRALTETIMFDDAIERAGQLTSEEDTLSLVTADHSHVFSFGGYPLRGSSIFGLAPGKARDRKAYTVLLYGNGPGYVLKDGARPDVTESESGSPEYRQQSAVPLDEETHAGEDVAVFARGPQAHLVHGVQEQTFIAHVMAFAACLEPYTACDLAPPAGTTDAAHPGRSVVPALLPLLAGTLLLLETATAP
EphB4 antag = EphB4-ephrin-B2 interaction antagonists, primary screen, biochemical, TNYL-RAW peptide probe, fluorescence polarization | AID 720, 2007 | inhibition, % at 7 µM | Ephrin type-B receptor 4 (Homo sapiens), P54760 | 97,000 tested, 0.15% active | EphB4 LBD / TNYL-RAW-Alexa532 peptide;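 active = inhibition above the screen-wide mean inhibition plus 3 SD, cut at about 15% in these data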;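 note: 0% = DMSO wells and 100% = excess unlabeled TNYL-RAW peptide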
PostGolgi yeast = phenotypic screen on post-Golgi transport, primary screen; AID 739, 2007; 98,000 tested, 0.9% active; post-Golgi transport phenotypic cell assay; inhibition, % at 10 µM; in the data active = inhibition above about 30%;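 note: yeast cells grown in 1536-well plates; yeast grown about 18 h at 30C before absorbance read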
CYP2C19 inhib = blockers of cytochrome P450 2C19 activity – biochemical, luminescence, ADME assay, primary screen | inhibition, % at 5 µM | 96,000 tested, 21% active | CYP2C19 Supersomes, luciferin-H EGE luminescence, 30 min | P33261 | AID 778, 2007;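 active = CYP2C19 inhibition above a set limit at 5 µM in the primary screen, cut at about 50% in these data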;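 note: plate controls were negative control wells for no effect and 2.5 mM tranylcypromine positive control for full effect; values of inactives mirror those of a sister screen read the other way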
Target sequence (P33261 whole entry, looked up): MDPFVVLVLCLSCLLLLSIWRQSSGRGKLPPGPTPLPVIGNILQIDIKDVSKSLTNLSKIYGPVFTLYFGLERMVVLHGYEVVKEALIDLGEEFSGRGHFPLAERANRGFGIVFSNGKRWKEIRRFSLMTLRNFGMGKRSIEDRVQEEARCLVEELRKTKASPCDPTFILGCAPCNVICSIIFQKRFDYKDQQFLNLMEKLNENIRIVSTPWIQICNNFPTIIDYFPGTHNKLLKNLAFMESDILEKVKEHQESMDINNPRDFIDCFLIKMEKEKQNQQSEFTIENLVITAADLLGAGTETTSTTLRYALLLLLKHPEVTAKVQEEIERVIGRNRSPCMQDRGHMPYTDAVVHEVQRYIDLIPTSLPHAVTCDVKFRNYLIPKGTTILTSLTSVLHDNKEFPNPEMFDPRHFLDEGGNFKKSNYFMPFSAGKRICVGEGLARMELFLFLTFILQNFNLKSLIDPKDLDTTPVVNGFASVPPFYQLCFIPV
CYP2C9 inh = blockers of cytochrome P450 2C9 activity – biochemical, luminescence, ADME assay, primary screen. P11712. AID 777, 2007. inhibition, % at 5 µM. 96,000 tested, 20% active. CYP2C9 Supersomes, luciferin-H conversion;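 active = blocking of liver enzyme CYP2C9 beyond about 50% at 5 µM, limit read from the data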; note: values of inactives mirror those of a sister screen read the other way
CYP2C19 activ = human CYP2C19 activators, primary screen, biochemical, luminescence | Cytochrome P450 2C19 (Homo sapiens), P33261 | 96,000 tested, under 10 active | recombinant CYP2C19, luciferin-H EGE luminescence; active compounds read high; 0 = fully inhibited enzyme, 1 = untreated enzyme | AID 1025, 2008 | activation factor at 5 µM;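 active = activation factor of at least 2 at 5 µM in the primary screen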;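 note: 0 = wells with 2.5 mM tranylcypromine and 1 = vehicle-only wells; values of inactives mirror those of a sister screen read the other way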
CYP2C9 activ = human CYP2C9 activators, primary screen, biochemical, luminescence; Cytochrome P450 2C9 (Homo sapiens), P11712; recombinant CYP2C9, luciferin-H conversion; active compounds read high; factor 1 = untreated enzyme, 0 = blocked; activation factor at 5 µM; 96,000 tested, 1.4% active; AID 1024, 2008;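 active = activation factor of 2 or more for CYP2C9 at a 5 µM dose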;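 note: 0 = sulfaphenazole-blocked wells and 1 = vehicle-only wells; values of inactives mirror those of a sister screen read the other way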
PTK2B oligo ant = antagonists of Pyk2 self-association, primary screen, Q293 cells, FERM NanoBiT luminescence, HTS; Protein-tyrosine kinase 2-beta (Homo sapiens), Q14289; active compounds read low; z-score (the deposit names both 25 µM and 10 µM); 99,000 tested, 0.83% active; AID 1347419, 2020;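 active = Z-score of -3 or lower, scaled per plate to the spread of control and sample wells; inactive = z-score above -3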;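 note: negative z-score means lost luminescence so less FERM oligomerization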
* hit, by the source's call; nt = no result given.

Fields: Ecoli WT expand | PLAP act | EphB4 antag | PostGolgi yeast | CYP2C19 inhib | CYP2C9 inh | CYP2C19 activ | CYP2C9 activ | PTK2B oligo ant
CN(C(=O)CN1CCC(NC(=O)C2CCCCC2)CC1)C1CCCCC1
    -3 | 2* | -6 | -1 | 2 | 0 | 1 | 1 | -1.2
CCn1cc(/C=N/NS(=O)(=O)c2ccc(C)cc2)c(C)n1
    -2 | 1.2 | 4 | 13 | 88* | 83* | 0.1 | 0.2 | 1.4
Cc1nn(Cc2cccc(C(=O)NC3CCCCC3)c2)c(C)c1Cl
    4 | 1.3 | 6 | 15 | 32 | -2 | 0.7 | 1 | 1.1
COc1ccc(CC(=O)NCc2nnc(SCCOc3ccccc3)n2C)cc1
    -5 | 0.8 | -4 | 0 | 18 | 14 | 0.8 | 0.9 | 0.61
CCOC(=O)C(=CNc1cc(C)ccc1C)C(=O)OCC
    -1 | 1.3 | 4 | 6 | 2 | 19 | 1 | 0.8 | -1.6
S=c1[nH]nc(C2CCCCC2)n1/N=C/C=C/c1ccccc1
    7 | 1.1 | 2 | 20 | 24 | 32 | 0.8 | 0.7 | -0.88
OCCOc1ccc(C2=NCCO2)cc1
    2 | 1 | 1 | 3 | -11 | -5 | 1.1 | 1.1 | 1.9
Cc1c(C(=O)OCc2ccccc2)[nH]c2c1C(=O)CC(c1ccco1)C2 (stereo not drawn)
    -7 | 1 | nt | 4 | 47 | 89* | 0.5 | 0.1 | nt
CCCOc1ccc(OCCCCNC(C)CC)cc1 (stereo not drawn)
    0 | 0.7 | -14 | 3 | -1 | 2 | 1 | 1 | 1.5
O=C(CCN1C(=O)c2ccccc2C1=O)N1CCN(c2ccccn2)CC1
    4 | 0.8 | nt | -5 | 10 | -2 | 0.9 | 1 | -0.59
CCN(CCCNC(=O)CN(C)S(=O)(=O)c1cccc2nsnc12)c1cccc(C)c1
    2 | 1.1 | 1 | 0 | 27 | 74* | 0.7 | 0.3 | -0.2
CN(Cc1cccs1)CC(O)COCc1ccco1 (stereo not drawn)
    10 | 1.1 | 4 | 2 | 21 | 10 | 0.8 | 0.9 | 0.24
Cc1cc(=O)oc2cc(OCC(=O)NCCCN3CCOCC3)ccc12
    8 | 0.9 | 9 | 2 | -2 | -17 | 1 | 1.2 | 0.08
O=C(NCCOCCOCCNC(=O)c1cccnc1)c1cccnc1
    -6 | 0.9 | 4 | -8 | 11 | 0 | 0.9 | 1 | -0.17
CCOC(=O)c1ccccc1NS(=O)(=O)c1ccccc1
    5 | 0.9 | 6 | -3 | 98* | -52 | 0 | 1.5 | -1.4
CCOC(=O)c1cc2occc2n1CC(=O)N1CCOCC1
    8 | 0.9 | nt | -1 | 9 | -11 | 0.9 | 1.1 | 0.15
CCOC(=O)C(NCc1ccc2c(c1)OCO2)(NC(=O)CC)C(F)(F)F (stereo not drawn)
    1 | 1.1 | -6 | -4 | 97* | 88* | 0 | 0.1 | 0.39
CN(C)C(=S)c1ccc2ccccc2n1
    6 | 1 | 6 | 3 | -11 | -82 | 1.1 | 1.8 | 1.1
CCCc1cc(=O)[nH]c(SCc2ccccc2Cl)n1
    5 | 1 | 0 | 4 | 50* | 72* | 0.5 | 0.3 | 0.42
O=C(O/N=C\c1ccc(N2CCCCC2)c([N+](=O)[O-])c1)c1c(F)cccc1F
    4 | 0.8 | -5 | 14 | 43 | -37 | 0.6 | 1.4 | -0.34
COC(=O)C(c1cc(OC)c(O)c(OC)c1)(N1CCNC(C)C1)C(F)(F)F (stereo not drawn)
    -2 | 1.2 | nt | 3 | -28 | 1 | 1.3 | 1 | 0.65
C=CCNC(=O)c1ccc(Cn2c(=S)[nH]c3cc4c(cc3c2=O)OCO4)cc1
    -5 | 0.8 | -6 | 4 | -5 | 19 | 1 | 0.8 | 1.4
Cn1nnnc1SCC(=O)NCc1cccc(C(=O)O)c1
    -8 | 1.2 | 5 | -2 | 6 | 23 | 0.9 | 0.8 | 0.87
Cc1ccc(-c2cc(C(F)(F)F)c(C#N)c(SCCC#N)n2)o1
    -4 | 1.5 | 5 | -10 | -6 | 0 | 1.1 | 1 | 2.2
CC(C)N(C(=O)C1CC(=O)OC12CCCCC2)C(C)C (stereo not drawn)
    3 | 0.9 | -3 | -3 | 10 | 2 | 0.9 | 1 | 0.79
O=C(Cn1c(=O)sc2ccccc21)Nc1ccccc1C(=O)O
    -4 | 1 | -5 | -5 | -13 | 85* | 1.1 | 0.2 | -0.94
CCn1c2ccccc2c2cc(NC(=O)CSc3nnc(-c4cccc(Cl)c4)o3)ccc21
    -8 | 0.8 | -4 | -2 | 47 | 39 | 0.5 | 0.6 | -1.7
CS(=O)(=O)c1cc([N+](=O)[O-])c(Sc2nc3ccccc3[nH]2)c([N+](=O)[O-])c1
    -5 | 1 | 5 | 12 | 69* | 12 | 0.3 | 0.9 | -1.1
CCOc1ccc(-n2nnnc2SCC(=O)c2ccccc2)cc1
    -9 | 0.9 | -5 | -7 | 8 | -2 | 0.9 | 1 | -0.44
CCCCCCCCSc1nnc(-c2ccc(OC)cc2)o1
    -4 | 1.1 | 6 | 5 | 9 | -10 | 0.9 | 1.1 | 0.98
CCCS(=O)(=O)N1CCC(C(=O)N2CCCC2)CC1
    4 | 1.2 | -7 | 0 | -14 | -16 | 1.1 | 1.2 | 0.66
COC(=O)c1ccccc1NC(=O)c1cc(C2CC2)on1
    -10 | 0.9 | -7 | -4 | -11 | -87 | 1.1 | 1.9 | nt
CCN(N=Nc1cccc([N+](=O)[O-])c1)c1cccc([N+](=O)[O-])c1
    -4 | 0.5 | 3 | 4 | 31 | 58* | 0.7 | 0.4 | 0.75
CCCCNC(=O)c1ccc2c(c1)ncn2C1CCCCC1
    3 | 1.1 | 2 | 14 | 2 | 6 | 1 | 0.9 | 0.4
CCNC(=O)c1c(N)sc2c1CCCCC2
    nt | 1.5 | -7 | nt | -1 | -5 | 1 | 1 | nt
CCOc1ccc(/C=C2/SC(=S)N(n3c(C)ccc3C)C2=O)cc1
    -43 | 0.8 | 1 | -6 | -16 | -2 | 1.2 | 1 | -0.58
Cc1nnc(NC(=O)CSc2nc(C(C)C)nc3sc(C)c(C)c23)s1
    -19 | 1 | -2 | 6 | 22 | 31 | 0.8 | 0.7 | -0.15
O=C1/C(=C\c2ccco2)SC(=S)N1Cc1ccccc1
    0 | 0.8 | 3 | -1 | -3 | -9 | 1 | 1.1 | 0.09
N/C(=N\OC(=O)Cc1cccc2ccccc12)c1ccccn1
    8 | 1.2 | 5 | -2 | 1 | -2 | 1 | 1 | -0.69
O=C(NC1CCCCC1)C(c1ccc2ncccc2c1)N(Cc1ccccc1)C(=O)c1cccs1 (stereo not drawn)
    -6 | 1.6 | 2 | -8 | 11 | 73* | 0.9 | 0.3 | -4*
CCOC(=O)CC(=O)CSc1nc(C)cc(C)c1C#N
    3 | 1 | -4 | -1 | 70* | 34 | 0.3 | 0.7 | -0.4
Cc1nc(N)sc1-c1nnc(SCC(=O)Nc2nccs2)n1C
    0 | 0.9 | -1 | -2 | 27 | 34 | 0.7 | 0.7 | 0.99
CN1C(=O)CC(N2CCC(c3nc4ccccc4s3)CC2)C1=O (stereo not drawn)
    -10 | nt | 3 | 8 | nt | nt | nt | nt | -0.15
CCCCCOc1ccc(CN2CCOCC2)cc1Cl
    4 | 1.4 | nt | 95* | 76* | 55* | 0.2 | 0.4 | 0.4
C=CCc1ccc(OCCOCCNCCOC)c(OC)c1
    1 | 1.1 | 3 | -5 | 6 | 8 | 0.9 | 0.9 | 0.56
CC(=O)Nc1cc(NC(C)=O)c(CC(C)C)s1
    -8 | 1.2 | nt | -2 | 13 | 2 | 0.9 | 1 | 0.16
O=c1c2cc(Br)ccc2nc2n1CCCCC2
    8 | 1 | 2 | -2 | 22 | 21 | 0.8 | 0.8 | 0.02
C=CCn1c(C)c(C(C)=O)c(N2CCN(c3ccccc3)CC2)nc1=S
    3 | 1 | -5 | -1 | 9 | 12 | 0.9 | 0.9 | 0.69
O=C(COc1ccc(S(=O)(=O)N2CCCC2)cc1Cl)NCc1ccc2c(c1)OCO2
    -3 | 1.4 | -2 | 0 | 16 | 46 | 0.8 | 0.5 | 1.5
C#CCOC(=O)CCCNc1ccc([N+](=O)[O-])cc1[N+](=O)[O-]
    1 | 0.9 | 3 | 5 | 62* | 58* | 0.4 | 0.4 | 0.54
Cn1c(CN2CCCCC2)nc2cc(NC(=O)c3cccs3)ccc21
    3 | 0.9 | 6 | -6 | 99* | 87* | 0 | 0.1 | -0.89
CN(Cc1ccccc1)C(=O)c1ccccc1NC(=O)c1ccccc1
    12 | 0.9 | -1 | -4 | 45 | 14 | 0.6 | 0.9 | 0.42
CC(NC(=O)c1ccccc1NC(=O)c1ccco1)C(=O)O (stereo not drawn)
    2 | nt | -6 | -7 | nt | nt | nt | nt | 2.4
CCN1C(=O)/C(=C/N2CC(C)CC(C)C2)SC1=S (stereo not drawn)
    -12 | 0.9 | -2 | 4 | 32 | 14 | 0.7 | 0.9 | 0.33
CCOC(=O)c1c(-c2ccsc2)csc1N
    3 | 0.9 | -3 | 6 | 63* | 24 | 0.4 | 0.8 | 0.73
CN(Cc1ccccc1)c1nc(-c2ccc([N+](=O)[O-])cc2)nc2ccccc12
    -33 | 0.8 | -1 | -6 | 13 | 43 | 0.9 | 0.6 | -0.29
CC1CN(CC(=O)c2c(N)n(Cc3ccccc3)c(=O)n(C)c2=O)CC(C)O1 (stereo not drawn)
    7 | 1.3 | 2 | 1 | -2 | -41 | 1 | 1.4 | -0.11
CCC(C)NC(=O)CSc1nc2c(sc3ccccc32)c(=O)n1CCCN1CCOCC1 (stereo not drawn)
    -6 | 1.7 | 5 | -6 | 13 | 16 | 0.9 | 0.8 | 0.14
CC(C)n1cc(NC(=O)c2cc(-c3ccccc3)on2)cn1
    -8 | 0.8 | 4 | 1 | 29 | 26 | 0.7 | 0.7 | 0.37
CN1CCN(C(=O)c2ccc(-n3cccc3)cc2)CC1
    -1 | 1 | -13 | 13 | 0 | 42 | 1 | 0.6 | -0.45

Further compounds:
Fields: Ecoli WT expand | PLAP act | EphB4 antag | PostGolgi yeast | CYP2C19 inhib | CYP2C9 inh | CYP2C19 activ | CYP2C9 activ | PTK2B oligo ant
Cc1ccc(S(=O)(=O)N2CCC(C(=O)NCc3cccnc3)CC2)cc1
    -1 | 0.9 | 1 | 7 | 21 | 22 | 0.8 | 0.8 | 0.11
CCN(CC)C(=O)C1CC(c2ccc(OC)cc2)=NO1 (stereo not drawn)
    -6 | 1 | 6 | 16 | 9 | 5 | 0.9 | 1 | 0.53
O=C(NC1CCCCC1)N1CCN(CCc2ccccc2)CC1
    -1 | 1.1 | 4 | 10 | 2 | 0 | 1 | 1 | 0.14
CCOc1cc(C)c(C(C)C)cc1S(=O)(=O)N1CCOCC1
    2 | 1.1 | 3 | -2 | 45 | 16 | 0.5 | 0.8 | -0.61

Compounds as they come. About 31% of those tested had a hit in this group.
